Screening data from PubChem.
MRP reversal: reversal of MRP1-mediated doxorubicin resistance, primary screen, H69AR cells, doxorubicin co-treatment; H69AR cells + 2 uM doxorubicin, CellTiter-Glo, 72 h; differential viability (reversal), % at 10 µM; actives 0.04% (n = 85,000); AID 602, 2007;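 active means viability drop by adding the cancer drug above about 55%, with treated viability meeting a 40% cutoff, limit read from the data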;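 further: viability without doxorubicin minus viability with 2 µM doxorubicin for each compound; larger differential means the compound sensitizes cells more to doxorubicin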
NFkB transloc pot: enhancers of NFkB p65 translocation in HUVEC – imaging, IL-1B stimulus, high-content imaging, primary screen. HUVEC IL-1B NFkB p65 nuclear translocation imaging. activation, % at 2 µM. actives 0.3% (n = 94,000);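 active means activation above 40%, about the mean plus 3 SD, also judged a hit on visual image review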;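 further: percent activation is computed from the nuclear over cytoplasmic p65 intensity ratio; values of inactives mirror those of a sister screen read the other way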
IL1B NFkB inh: inhibitors of IL-1B driven NFkB p65 nuclear import, primary screen, imaging, HUVEC, IL-1B stimulus, high-content imaging; inhibition, % at 2 µM; actives 0.43% (n = 94,000); HUVEC IL-1B NFkB p65 nuclear translocation imaging;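 active means inhibition above about 30% together with a positive call from visual inspection of the well image, limit read from the data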;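 further: nuclear over cytoplasmic p65 intensity ratio measured by imaging; 0% = IL-1B stimulated DMSO wells and 100% = unstimulated DMSO wells; values of inactives mirror those of a sister screen read the other way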
PLAP inhibitors HTS: PLAP enzyme inhibitors, biochemical, luminescence, HTS (AID 690). Alkaline phosphatase, placental type (Homo sapiens). purified PLAP, luminescent substrate; higher % means a stronger effect. one-dose inhibition, % at 20 µM; IC50 in µM for titrated hits. actives 0.08% (n = 96,000); in the data active means a potency from the dose series; inactive means the rest, 99 in 100 with inhibition below about 30%; further: strong numbers were not always called active
Bcl-B TR3 displacers: displacers of TR3 peptide from Bcl-B, primary screen, selectivity assay for Bfl-1 inhibitor project, biochemical, fluorescence polarization; FP displacement of FITC-TR3 peptide from Bcl-B; higher % means a stronger effect; AID 748, 2007; displacement, % at 20 µM; hits with a dose series show IC50 in µM; Bcl-2-like protein 10 (Homo sapiens); actives 0.11% (n = 96,000);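 active means displacement above 50% at 20 µM plus a fluorescence interference ratio under 1.5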;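 further: plate controls were wells without compound for no effect and wells lacking Bcl-B protein for full effect; a part of the inactive calls stands beside numbers as strong as those of hits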
MRP reversal cytotoxicity: further read-out of MRP reversal, marked with its call; viability, %; H69AR cells, CellTiter-Glo, 72 h; measured here: cytotoxicity without doxorubicin
MRP reversal with doxorubicin: also measured in MRP reversal; calls as there; viability, %; measured here: viability with 2 uM doxorubicin; stronger effect = lower value
IL1B NFkB inh cell count 2 µM: further read-out of IL1B NFkB inh, marked with its call; cell count; measured here: cells passing quality filter;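 raw number of nuclei counted in each imaged well without normalization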
NFkB transloc pot cell count 2 µM: further read-out of NFkB transloc pot, marked with its call; cell count; measured here: cells passing quality filter
The depositor's hits bear a star; . = no result given. An excerpt; the hit share may differ from the screen's.

| cpd | compound | MRP reversal | MRP reversal cytotoxicity | MRP reversal with doxorubicin | NFkB transloc pot | NFkB transloc pot cell count 2 µM | IL1B NFkB inh | IL1B NFkB inh cell count 2 µM | PLAP inhibitors HTS | Bcl-B TR3 displacers |
| --- | --- | --- | --- | --- | --- | --- | --- | --- | --- | --- |
| 1 | COc1cccc(C2=NOC(C(=O)N3CCC4(CC3)OCCO4)C2)c1 (stereo unspecified) | -1 | 73 | 75 | 1 | 208 | -1 | 208 | -6% | -3% |
| 2 | Cc1nn(Cc2ccccc2)c(C)c1C(=O)OCC(=O)Nc1ccccc1SCC#N | 13 | 73 | 61 | 18 | 192 | -18 | 192 | -67% | -98% |
| 3 | OC1(c2ccc(F)cc2)CCNC1 (stereo unspecified) | . | . | . | 0 | 130 | 0 | 130 | 5% | -2% |
| 4 | O=c1[nH]c(=O)n(C2CCCCC2)c(O)c1C=NCCCn1ccnc1 | 7 | 92 | 85 | . | . | . | . | -14% | -9% |
| 5 | CCOC(=O)c1cccc([P+](=O)O)c1 | -2 | 96 | 98 | 11 | 169 | -11 | 169 | . | . |
| 6 | CCCCCCn1c(O)c(C=NCCCn2ccnc2)c(=O)[nH]c1=O | 5 | 75 | 70 | 2 | 119 | -2 | 119 | -42% | -15% |
| 7 | Cc1ccc2nc3c(cc2c1)CC1(C(=O)N(C)C(=O)N(C)C1=O)C1COCCN31 (stereo unspecified) | 3 | 73 | 70 | 6 | 147 | -6 | 147 | -15% | -21% |
| 8 | CC1CCC(C(C)C)C(OP(N)(=O)c2ccccc2)C1 (stereo unspecified) | 0 | 93 | 93 | 1 | 120 | -1 | 120 | -53% | -5% |
| 9 | Cn1ccnc1P(=S)(c1nccn1C)N1CCOCC1 | 6 | 95 | 89 | 6 | 197 | -6 | 197 | 9% | -2% |
| 10 | CCOC(=O)C1=C(N)Oc2c(c(=O)oc3ccccc23)C12C(=O)N(C)c1ccccc12 (stereo unspecified) | 7 | 71 | 65 | -5 | 134 | 5 | 134 | -36% | 4% |
| 11 | O=C(Cn1ncc2c3ccccc3n(Cc3ccccc3)c2c1=O)N1CCC2(CC1)OCCO2 | 8 | 103 | 95 | . | . | . | . | -42% | -6% |
| 12 | O=c1c2ccccc2nc(-c2ccccc2)n1-c1ccncc1 | . | . | . | 0 | 185 | 0 | 185 | -6% | 5% |
| 13 | CC(C)CCP(=O)(O)c1ccccc1 | 5 | 95 | 90 | 6 | 82 | -6 | 82 | 2% | 8% |
| 14 | c1cncc(C2CCCCN2Cc2ccc3c(c2)OCO3)c1 (stereo unspecified) | -7 | 95 | 101 | 6 | 128 | -6 | 128 | -23% | -1% |
| 15 | COc1cc(C(=O)Nc2ccc(Br)cc2C(=O)c2ccccc2)cc(OC)c1OC | . | . | . | 9 | 116 | -9 | 116 | 8% | -6% |
| 16 | CCC(=Nc1ccc(OC)cc1OC)c1c(O)n(C2CCCCC2)c(=O)[nH]c1=O | 5 | 78 | 73 | 36 | 121 | -36 | 121 | -33% | -7% |
| 17 | O=c1cccc2n1CC1CC2CN(C(c2cccc(F)c2)c2sc3ncnn3c2O)C1 (stereo unspecified) | -13 | 90 | 104 | -8 | 139 | 8 | 139 | -32% | -3% |
| 18 | O=c1[nH]c(=O)n(Cc2ccco2)c(O)c1C=NC1CC1 | 9 | 94 | 85 | -2 | 154 | 2 | 154 | -10% | 4% |
| 19 | N#Cc1ccc(N2CCNCC2)c(F)c1 | -3 | 96 | 99 | -25 | 175 | 25 | 175 | 15% | 1% |
| 20 | CCOc1ccc(Br)c(C2(O)CC(C)N(C)CC2C)c1 (stereo unspecified) | . | . | . | -2 | 220 | 2 | 220 | -8% | -6% |
| 21 | O=C(CCCOc1ccc(Cl)cc1Cl)N1CCC2(CC1)OCCO2 | 17 | 80 | 64 | -97 | 19 | 97* | 19* | -36% | -6% |
| 22 | CSc1nnc([C@@H](N)Cc2ccccc2)o1 | -4 | 104 | 109 | 10 | 162 | -10 | 162 | 11% | 0% |
| 23 | COc1ccc(N2C(=O)CC(N3CC=C(c4ccccc4)CC3)C2=O)cc1 (stereo unspecified) | 3 | 97 | 94 | . | . | . | . | -30% | 3% |
| 24 | O=c1[nH]c(=O)n(-c2cccc(Cl)c2)c(O)c1C=NCCN1CCCCC1 | -2 | 94 | 96 | 7 | 141 | -7 | 141 | . | -7% |
| 25 | COCC(C)OC(=O)c1c(N)n(Cc2ccco2)c2nc3ccccc3nc12 (stereo unspecified) | 0 | 75 | 75 | -3 | 123 | 3 | 123 | . | . |
| 26 | CN1C(=O)NC(=O)[C@]2(Cc3ccccc3N3CCN(c4ccccc4)CC32)C1=O (stereo partly specified) | 5 | 87 | 83 | 6 | 109 | -6 | 109 | -58% | 11% |
| 27 | CC(C(=O)N1CCC2(CC1)OCCO2)C1Sc2ccccc2NC1=O (stereo unspecified) | 19 | 109 | 89 | -4 | 121 | 4 | 121 | 0% | 0% |
| 28 | CCOc1ccccc1-n1c(O)c(C=NCCCN(CC)CC)c(=O)[nH]c1=O | 2 | 96 | 95 | 13 | 47 | -14 | 47 | 4% | -1% |
| 29 | CCNC(=O)C1OC(n2cnc3c(N)ncnc32)C(O)C1O (stereo unspecified) | . | . | . | 13 | 125 | -13 | 125 | . | . |
| 30 | CCN(CC)P(=O)(Oc1cccc(C)c1)N(CC)CC | -10 | 91 | 101 | . | . | . | . | -42% | -6% |
| 31 | O=C1OCCN1P(=O)(c1ccccc1)c1ccccc1 | -6 | 91 | 97 | 4 | 75 | -4 | 75 | 1% | -1% |
| 32 | CCN(CC)c1ccc(N=Cc2c(O)n(-c3ccc(Cl)cc3)c(=O)[nH]c2=O)cc1 | . | . | . | 6 | 166 | -6 | 166 | -10% | -60% |
| 33 | Fc1ccc(CCNCc2ccc(Cl)c(Cl)c2)cc1 | . | . | . | . | . | . | . | 10% | -7% |
| 34 | c1ccc2sc(C3CCCNC3)nc2c1 (stereo unspecified) | . | . | . | . | . | . | . | 8% | -6% |
| 35 | Cc1ccc(-c2nc3ccccc3c(=O)n2-c2cc(C)ccn2)cc1 | . | . | . | -2 | 126 | 2 | 126 | -13% | -20% |
| 36 | CCOc1cc(-c2nc3c(C)cccn3c2NCC2CCCO2)ccc1O (stereo unspecified) | 12 | 85 | 73 | 4 | 95 | -4 | 95 | 15% | -15% |
| 37 | CC(=O)c1cccc(NC2=NCC(C)S2)c1 (stereo unspecified) | -1 | 88 | 89 | 3 | 173 | -3 | 173 | 14% | -4% |
| 38 | OC(c1ccccc1)(c1ccccc1)C1CCCN1 (stereo unspecified) | . | . | . | 12 | 180 | -12 | 180 | . | 14% |
| 39 | Cc1ccc(Cn2nnnc2CN2CCC(n3nnc4cc(C(F)(F)F)ccc43)CC2)cc1 | 1 | 2 | 1 | 13 | 198 | -13 | 198 | -38% | -5% |
| 40 | O=S(=O)(c1ccccc1)N1CN2CCN(C2)C1 | 41 | 94 | 53 | 32 | 96 | -32 | 96 | 4% | -6% |
| 41 | CN1CCN(Cc2ccc(OC(F)(F)F)cc2)CC1 | 6 | 84 | 78 | 15 | 174 | -15 | 174 | -1% | 12% |
| 42 | CCC(=NCC1CCCO1)c1c(O)n(-c2ccc(Cl)cc2)c(=O)[nH]c1=O (stereo unspecified) | -5 | 77 | 83 | 28 | 98 | -28 | 98 | 2% | -2% |
| 43 | O=C(C1CCCN(c2nnc(-n3cccc3)s2)C1)N1CCC2(CC1)OCCO2 (stereo unspecified) | -2 | 95 | 97 | 22 | 115 | -22 | 115 | -59% | -2% |

Entries of single compounds as entered above. Order of screens: MRP reversal, MRP reversal cytotoxicity, MRP reversal with doxorubicin, NFkB transloc pot, NFkB transloc pot cell count 2 µM, IL1B NFkB inh, IL1B NFkB inh cell count 2 µM, PLAP inhibitors HTS, Bcl-B TR3 displacers
COc1ccc(N2C(=O)CC(N3CC=C(c4ccccc4)CC3)C2=O)cc1 (stereo unspecified) in the list: 3, 97, 94, ., ., ., ., -30%, 3%
c1ccc2sc(C3CCCNC3)nc2c1 (stereo unspecified) in the list: ., ., ., ., ., ., ., 8%, -6%
CCCCCCn1c(O)c(C=NCCCn2ccnc2)c(=O)[nH]c1=O in the list: 5, 75, 70, 2, 119, -2, 119, -42%, -15%
CSc1nnc([C@@H](N)Cc2ccccc2)o1 in the list: -4, 104, 109, 10, 162, -10, 162, 11%, 0%

As entered above:
For NFkB transloc pot, `O=S(=O)(c1ccccc1)N1CN2CCN(C2)C1` reads 32
For PLAP inhibitors HTS, `c1cncc(C2CCCCN2Cc2ccc3c(c2)OCO3)c1` (stereo unspecified) reads -23%
For NFkB transloc pot, `CCOc1ccc(Br)c(C2(O)CC(C)N(C)CC2C)c1` (stereo unspecified) reads -2
For IL1B NFkB inh cell count 2 µM, `CC(C(=O)N1CCC2(CC1)OCCO2)C1Sc2ccccc2NC1=O` (stereo unspecified) reads 121
